SKN-1 block: suppressors of acrylamide-induced Pgst-4::GFP reporter in worms, primary screen, SKN-1 inhibitor project, whole organism, uHTS, GFP/RFP fluorescence ratio, strain VP596; AID 624304, 2012; 360,000 tested, 0.49% active; C. elegans VP596 Pgst-4::GFP/RFP ratio, 24 h; inhibition, % at 21.8 µM;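 active means interference check ratio from 0.5 to 1.5 plus GFP to RFP signal ratio inhibition reaching or exceeding a fixed threshold, cut at about 30% in these data, passing the limit was not always enough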; further: some compounds called inactive have numbers as strong as hits
E coli Lon inh: inhibitors of E. coli Lon protease, primary screen, biochemical, fluorescence polarization. P0A9M0. purified E. coli Lon protease. inhibition, % at 7.94 µM. 360,000 tested, 0.42% active. AID 602123, 2011; in the data active means inhibition above about 13%, passing the limit was not always enough;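 further: 0% = enzyme with probe and DMSO and 100% = no enzyme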
FAS TE block: FAS thioesterase domain inhibitors, primary screen, biochemical, fluorescence intensity, uHTS | Fatty acid synthase (Homo sapiens), P49327 | recombinant FAS-TE, OMFH fluorogenic substrate, fluorescence endpoint | inhibition, % at 15 µM | 360,000 tested, 0.67% active | AID 602261, 2012;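 active means compounds whose normalised, plate-corrected inhibition of enzyme fluorescence in the single-dose primary screen is 50% or more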;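 further: 0% = DMSO with enzyme and 100% = substrate without enzyme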
CendR NRP1 mod: modulators of CendR peptide binding to NRP-1, primary screen, biochemical, fluorescence polarization, uHTS; Neuropilin-1 (Homo sapiens), O14786; FAM-RPARPAR peptide binding to NRP-1; inhibition, % at 25 µM; 360,000 tested, 0.85% active;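 active means inhibition or corrected inhibition above about 18%, plus a signal ratio from 0.5 to 1.5, limit read from the data, passing the limit was not always enough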; further: strong numbers were not always called active
Target sequence (O14786 whole entry, looked up): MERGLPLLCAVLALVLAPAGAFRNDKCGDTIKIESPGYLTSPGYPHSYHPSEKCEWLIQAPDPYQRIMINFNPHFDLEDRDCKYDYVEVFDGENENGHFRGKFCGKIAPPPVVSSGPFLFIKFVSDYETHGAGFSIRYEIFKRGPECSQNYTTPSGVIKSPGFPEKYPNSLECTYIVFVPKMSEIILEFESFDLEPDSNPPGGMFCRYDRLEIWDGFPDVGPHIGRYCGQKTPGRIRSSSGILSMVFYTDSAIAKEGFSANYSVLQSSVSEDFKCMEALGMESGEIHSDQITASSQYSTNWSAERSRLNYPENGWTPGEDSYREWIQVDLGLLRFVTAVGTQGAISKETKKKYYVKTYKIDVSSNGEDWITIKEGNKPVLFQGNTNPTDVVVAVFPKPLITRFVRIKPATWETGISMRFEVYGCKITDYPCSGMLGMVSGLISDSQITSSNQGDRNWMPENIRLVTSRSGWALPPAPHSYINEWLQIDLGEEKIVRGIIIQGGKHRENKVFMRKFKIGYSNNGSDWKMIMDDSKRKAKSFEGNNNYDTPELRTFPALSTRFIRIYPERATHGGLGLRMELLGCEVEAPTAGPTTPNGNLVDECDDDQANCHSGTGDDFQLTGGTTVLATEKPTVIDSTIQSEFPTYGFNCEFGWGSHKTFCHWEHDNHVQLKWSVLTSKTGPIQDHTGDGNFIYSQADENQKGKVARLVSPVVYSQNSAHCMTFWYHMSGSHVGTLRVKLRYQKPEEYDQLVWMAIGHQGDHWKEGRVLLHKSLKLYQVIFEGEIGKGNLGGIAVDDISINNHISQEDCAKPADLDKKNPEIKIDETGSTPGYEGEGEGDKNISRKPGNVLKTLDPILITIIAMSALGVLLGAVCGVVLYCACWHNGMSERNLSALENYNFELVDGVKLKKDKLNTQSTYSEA
Neddyl block: inhibitors of cullin neddylation, primary screen, biochemical, TR-FRET, uHTS, NAE and Ubc12; NEDD8-conjugating enzyme Ubc12 (Homo sapiens) + NEDD8-activating enzyme E1 regulatory …; calls only at 25 µM; 360,000 tested, 0.58% active; in the data active means inhibition above about 36%
Rin1 Abl inh: inhibitors of Rin1-Abl protein binding, primary screen, biochemical, TR-FRET | Tyrosine-protein kinase ABL1 (Homo sapiens) + Ras and Rab interactor 1 (Homo sapiens), … | inhibition, % at 7.35 µM | 360,000 tested, 0.4% active; in the data active means inhibition above about 5%, passing the limit was not always enough
MsrA inhibitor: bovine MsrA enzyme inhibitors, primary screen, biochemical, absorbance, HTS; Methionine sulfoxide reductase A (Bos taurus); inhibition, % at 15.5 µM; purified bovine MsrA, absorbance read-out; 360,000 tested, 0.75% active; AID 651718, 2012; in the data active means inhibition above about 4.5%;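 further: 0% = vehicle wells with enzyme and 100% = reference inhibitor wells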
MT1-MMP act inh: blockers of MT1-MMP proenzyme processing, primary screen, HT1080 RFP-PRO-GFP cells, GFP/RFP fluorescence; Matrix metalloproteinase-14 (Homo sapiens), P50281; GFP/RFP ratio fluorescence, overnight; percent of plate control window, DMSO zero; GFP/RFP ratio change, % at 20 µM; 360,000 tested, 0.061% active; AID 651647, 2012;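 active means GFP/RFP ratio change of at least 30% with cell ATP level not reduced by more than half and red fluorescence within 50% of control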; further: strong numbers were not always called active
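Read-out: GFP/RFP fluorescence ratio; Test system: RFP-PRO-GFP reporter HT1080 cells; Compound dosing: single-point 20 µM compound, 1% DMSO; Times: overnight compound exposure at 37 °C.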
MsrA act: bovine MsrA enzyme activators, primary screen, biochemical, absorbance, HTS; Methionine sulfoxide reductase A (Bos taurus); purified bovine MsrA, absorbance read-out; activation, % at 10.6 µM; 360,000 tested, 0.3% active; in the data active means activation above about 7.5%;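 further: 0% = vehicle and 100% = reference activator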
An asterisk follows results filed as active; i = inactive; x = no result given; + = active, no number.

SMILES	SKN-1 block	E coli Lon inh	FAS TE block	CendR NRP1 mod	Neddyl block	Rin1 Abl inh	MsrA inhibitor	MT1-MMP act inh	MsrA act
O=[N+]([O-])c1ccc(-c2nc(-c3cccs3)c(-c3cccs3)[nH]2)cc1	-9	-138	-1	-107	i	-2	2.2	-113	3
CC(CCc1ccccc1)NC(=O)c1ccncc1 (centres undefined)	-8	-7	-6	6	i	1	-0.3	-5	-2
COc1cccc(CNC(=O)CCC2CCCN(Cc3cc(Cl)ccc3O)C2)c1 (centres undefined)	-10	1	-8	0	i	0	3.0	1	-3
CCN(CC)CCN1C(=O)C(=O)/C(=C(/O)c2ccc(C)cc2)C1c1cccnc1 (centres undefined)	-16	-1	-6	2	i	0	5.9*	0	-3
O=[N+]([O-])c1ccccc1CSc1ccccn1	10	-3	12	13	i	2	-1.3	0	0
Nc1nnnn1/N=C/c1ccc(Br)cc1	-1	-10	-4	0	i	-1	0.0	3	-4
O=C(Cn1nc(-c2ccc(Cl)cc2)ccc1=O)NCCN1CCOCC1	-8	-2	-1	0	i	-5	-0.2	2	-1
CCN(CC)CCNC(=O)c1cc(-c2cccnc2)nc2ccc(S(=O)(=O)N3CCC(C)CC3)cc12	6	1	3	13	i	1	0.8	-7	-3
Cc1cc(C)n(C2CC(=O)N(c3cccc(Cl)c3)C2=O)n1 (centres undefined)	5	-2	-5	4	i	-1	-0.8	0	-6
COC(=O)Cc1cc(=O)n2[nH]c(C)cc2n1	14	2	-5	-3	i	-1	-0.2	-6	-1

Some of the entries so far, field by field:
Nc1nnnn1/N=C/c1ccc(Br)cc1
  SKN-1 block: -1 | E coli Lon inh: -10 | FAS TE block: -4 | CendR NRP1 mod: 0 | Neddyl block: i | Rin1 Abl inh: -1 | MsrA inhibitor: 0.0 | MT1-MMP act inh: 3 | MsrA act: -4

O=[N+]([O-])c1ccccc1CSc1ccccn1
  SKN-1 block: 10 | E coli Lon inh: -3 | FAS TE block: 12 | CendR NRP1 mod: 13 | Neddyl block: i | Rin1 Abl inh: 2 | MsrA inhibitor: -1.3 | MT1-MMP act inh: 0 | MsrA act: 0

O=[N+]([O-])c1ccc(-c2nc(-c3cccs3)c(-c3cccs3)[nH]2)cc1
  SKN-1 block: -9 | E coli Lon inh: -138 | FAS TE block: -1 | CendR NRP1 mod: -107 | Neddyl block: i | Rin1 Abl inh: -2 | MsrA inhibitor: 2.2 | MT1-MMP act inh: -113 | MsrA act: 3

CC(CCc1ccccc1)NC(=O)c1ccncc1 (centres undefined)
  SKN-1 block: -8 | E coli Lon inh: -7 | FAS TE block: -6 | CendR NRP1 mod: 6 | Neddyl block: i | Rin1 Abl inh: 1 | MsrA inhibitor: -0.3 | MT1-MMP act inh: -5 | MsrA act: -2

(more compounds)
SMILES	SKN-1 block	E coli Lon inh	FAS TE block	CendR NRP1 mod	Neddyl block	Rin1 Abl inh	MsrA inhibitor	MT1-MMP act inh	MsrA act
COC(=O)N1C(=O)[C@@](c2ccccc2)(C2CCCC2)N1C(=O)OC	0	-5	44	7	i	2	x	-3	-2
O=C1Nc2ccccc2C1=Nc1ccc(F)cc1	-3	8	-4	3	i	-4	x	6	2
COc1ccc(C(=O)NC(=S)NNC(=O)c2cccnc2)cc1	2	-6	-10	6	i	-1	0.6	5	1
COc1ccccc1/C=C/C(=O)OC(C)CN1CCOCC1 (centres undefined)	-6	-7	-7	-7	x	-5	3.8	-3	-3
Oc1ccccc1Nc1nc(NCc2ccccc2)c2ccccc2n1	-6	0	9	4	i	3	-1.5	0	-3
O=C(CC(=O)c1cccnc1)c1ccccc1	14	-1	4	-15	i	4	2.9	1	-2
O=C1COc2ccc3ccccc3c21	-17	0	-4	4	i	-5	0.7	-4	0
COc1cc(F)c(C(=O)NC(C)(C)CO)cc1OC	-3	-11	-10	-19	i	2	0.1	0	0
CC(C)n1c(N2CCN(C(=O)NCc3ccccc3)CC2)nc2ccccc21	-9	-1	-3	2	i	-2	0.4	5	0
C=C(C)CNC(=O)c1ccc(OC2CCN(S(=O)(=O)N(C)C)CC2)cc1	8	-7	-1	5	i	1	0.7	3	1
CSc1ncccc1C(=O)Nc1ccc2c(c1)OCO2	11	-11	-3	3	i	0	0.7	1	-2
COc1ccc(S(=O)(=O)NCC2CCCN(C(=O)c3cccnc3C)C2)cc1 (centres undefined)	-6	-7	-7	-3	i	2	-0.8	1	-16
Cc1ccc(N2C(=O)c3ccccc3C2=O)cc1C	12	-1	-3	-12	i	-5	-0.3	-4	-4
Cc1ccc(/C=C/C(=O)Nc2cccc3cccnc23)o1	21	70*	-19	-44	i	-1	2.0	-20	-4
COC(=O)[C@H](CCSC)NC(=O)Cn1ccc(NC(=O)OCc2ccccc2)nc1=O	6	11	-12	1	i	3	0.0	0	-2
COC(=O)c1cccc(NC(=S)NC(C)C)c1	7	-1	-6	1	i	4	-0.3	1	-2
CCNC(=S)N(CCc1c(C)[nH]c2ccc(Cl)cc12)Cc1cccnc1	11	-5	7	5	i	0	-0.6	-4	0
Nc1cc(Nc2ccccc2)c2nonc2c1[N+](=O)[O-]	-4	-4	-1	-85	i	-8	4.1	9	-3
CC(=O)c1c(C)[nH]c(C(=O)COC(=O)c2cccc(S(=O)(=O)N(C)c3ccccc3)c2)c1C	2	5	28	-7	i	0	0.4	-15	-1
C[C@@H]1CN([C@@H](C)CO)C(=O)c2cc(NS(=O)(=O)c3cccs3)ccc2O[C@H]1CN(C)Cc1ccc(C(F)(F)F)cc1	27	1	1	4	i	1	0.5	-4	1
CCOC(=O)C1=C(N)OC2=C(C(=O)CC(C)(C)C2)C1c1ccc(CC)s1 (centres undefined)	10	7	13	17	i	0	2.9	0	1
Cc1nc(CNC(=O)c2cc(COc3ccc(F)cc3Cl)on2)cs1	-10	21	-4	7	i	-5	0.5	1	-12
C=CCC1c2cccc(C(=O)OC)c2C(=O)N1c1ccccc1 (centres undefined)	8	-3	-2	5	i	-3	-0.2	0	-3
COc1cccc(-c2cc(C(=O)NCc3cccs3)no2)c1	5	3	0	8	i	-1	-1.2	-5	-1
CCc1ccc2c(CN(CC)Cc3nc4ccccc4c(=O)[nH]3)cc(=O)oc2c1	-3	-9	-11	-7	i	-2	0.0	-4	-13
O=C(CC1Sc2ncnn2C1=O)Nc1ccccc1 (centres undefined)	-2	2	-3	1	i	6	-0.3	1	-14
CCOC(=O)N1CCN(C(=O)CN(c2ccc(OC)cc2)S(C)(=O)=O)CC1	-4	-1	-5	4	i	-6	0.6	2	-2
Cc1cccc(C2=NN(c3ccccc3)[C@@H](C(=O)N3CCOC3=O)[C@@H]2c2ccc(F)cc2)c1	-15	-14	42	-13	x	-2	0.5	-3	-1
COc1cccc(OC)c1C(=O)Nc1nnc(C(C)C)s1	-5	-6	-14	7	i	1	-0.2	-2	-11
O=C(Nc1cccc(Cl)c1)c1nc[nH]c1C(=O)NCCN(CCNC(=O)c1[nH]cnc1C(=O)Nc1cccc(Cl)c1)CCNC(=O)c1[nH]cnc1C(=O)Nc1cccc(Cl)c1	6	4	26	3	i	-3	-0.4	-6	0

Structures above that contain a Cl atom:
SMILES	SKN-1 block	E coli Lon inh	FAS TE block	CendR NRP1 mod	Neddyl block	Rin1 Abl inh	MsrA inhibitor	MT1-MMP act inh	MsrA act
COc1cccc(CNC(=O)CCC2CCCN(Cc3cc(Cl)ccc3O)C2)c1 (centres undefined)	-10	1	-8	0	i	0	3.0	1	-3
O=C(Cn1nc(-c2ccc(Cl)cc2)ccc1=O)NCCN1CCOCC1	-8	-2	-1	0	i	-5	-0.2	2	-1
Cc1cc(C)n(C2CC(=O)N(c3cccc(Cl)c3)C2=O)n1 (centres undefined)	5	-2	-5	4	i	-1	-0.8	0	-6
CCNC(=S)N(CCc1c(C)[nH]c2ccc(Cl)cc12)Cc1cccnc1	11	-5	7	5	i	0	-0.6	-4	0
Cc1nc(CNC(=O)c2cc(COc3ccc(F)cc3Cl)on2)cs1	-10	21	-4	7	i	-5	0.5	1	-12
O=C(Nc1cccc(Cl)c1)c1nc[nH]c1C(=O)NCCN(CCNC(=O)c1[nH]cnc1C(=O)Nc1cccc(Cl)c1)CCNC(=O)c1[nH]cnc1C(=O)Nc1cccc(Cl)c1	6	4	26	3	i	-3	-0.4	-6	0

Continued.
SMILES	SKN-1 block	E coli Lon inh	FAS TE block	CendR NRP1 mod	Neddyl block	Rin1 Abl inh	MsrA inhibitor	MT1-MMP act inh	MsrA act
CCCCOC(=O)Nc1ccccc1C(=O)N1CCCC1	1	7	-12	12	i	0	0.9	14	15*
c1cncc(CNc2ncnc3ccc(-c4ccc5c(c4)OCO5)cc23)c1	-4	1	0	0	+	0	0.1	8	-2
CCOC(=O)c1c(C)[nH]c(C(=O)OCC(=O)Nc2sccc2C(N)=O)c1C	7	-27	-1	-28	i	-6	-0.9	-8	-3
CCOC(=O)c1ccc(NC(=O)c2nc(S(=O)(=O)Cc3ccccc3)ncc2Cl)cc1	-13	-9	48	6	i	1	0.5	2	3
CC[C@]12c3[nH]c4ccccc4c3CCN1C(=O)C(CC(=O)NCC13CC4CC(CC(C4)C1)C3)C[C@@H]2C(=O)N1CCN(C(=O)C2CC2)CC1 (some centres undefined)	11	1	8	-12	i	0	-0.8	2	0
CCOC(=O)C1=C(CS(=O)(=O)c2ccccc2)NC(=O)NC1c1ccccc1 (centres undefined)	15	-8	-8	10	i	-1	0.6	1	-3
CS(=O)(=O)c1ccc(C(=O)NCC(c2ccco2)N2CCCCC2)cc1 (centres undefined)	-3	2	-3	-9	i	1	-0.3	-5	6
O=S(=O)(c1cc(F)ccc1F)N1CCC2(CC1)OCCN2S(=O)(=O)c1ccccc1	-6	-7	16	1	i	4	-0.8	4	-7
COc1ccccc1N(CC(=O)NC1CCCCC1)S(=O)(=O)c1ccccc1	-8	3	0	18	i	-1	0.8	1	-9
CC(=O)N(C)c1nc(N)n(-c2ccccc2)n1	0	4	-7	-9	i	-1	0.9	-7	-2
CN(C(=O)COC(=O)c1ccc([N+](=O)[O-])cc1Cl)C1CCCCC1	10	-1	15	15	i	-2	-0.9	-2	-1
O=C(OCc1c(-c2ccccc2)ncc2ccccc12)c1ccccc1C(F)(F)F	8	-5	17	2	i	2	-0.3	17	-11
COC(=O)c1c(NC(=O)CN(c2ccc(C)c(C)c2)S(C)(=O)=O)sc2c1CCCC2	16	-1	15	-2	i	-2	0.5	1	2
Cc1cccn2c(CNCC(C)Oc3cccnc3)c(C(=O)N3CCOCC3)nc12 (centres undefined)	-3	-6	-3	11	i	-1	-0.3	-4	1
Cc1ccc(NC(=O)C2(c3ccccc3)CCOCC2)cc1	3	3	-5	2	i	7	2.0	-2	-8
C=CCn1c(C)nnc1SCC(=O)NC1CCCCC1	-1	5	-10	4	i	0	-1.4	0	-5

Compound activity deposited in PubChem BioAssay by several laboratories.
